Bioassay records deposited in PubChem BioAssay by National Center for Advancing Translational Sciences (NCATS).
APEX1 inh = APE1 (human) endonuclease inhibition; P27695; recombinant APE1, TAMRA/BHQ-2 abasic DNA cleavage fluorescence; Potency, µM (doses to about 65.8 µM), for inactives: top-dose activity change, negative = inhibition, usual class: inhibitors; 350,000 compounds, 0.35% hits;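 note: potency is the fitted concentration of half-maximal effect; plate controls were vehicle for no effect and reference inhibitor for full effect; nearly all actives have a fitted effect of over 55% in size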
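Measures dequenching upon AP-site incision of a 5'-TAMRA/3'-BHQ-2 THF-containing duplex, 50 nM; human APE1 0.75 nM after 15 min room-temperature exposure to compound; kinetic three-point read at one-minute spacing.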
POLI inh = blocks human DNA polymerase iota activity; 390,000 compounds, 1% hits; AID 588590; Potency, µM (top dose mostly 115 µM), inactives show top-dose activity, negative = inhibition, hits mostly inhibitors; Pol iota fluorescent replication assay, 10 min; Q9UNA4; note: potency is the fitted concentration of half-maximal effect
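Fluorescent replication assay read twice, at 0 min and 10 min after adding 50 nM (final) substrate. Enzyme (10 nM) and compounds were first incubated 15 min at room temperature; enzyme-free buffer wells were negative controls.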
POLH inh = inhibitors of human DNA polymerase eta. Q9Y253. recombinant Pol eta, fluorescent DNA replication assay. Potency, µM (highest dose often 114 µM), for inactives: at the top dose activity change, negative = inhibition, actives largely listed as inhibitors. 390,000 compounds, 1.2% hits; note: potency is the fitted concentration of half-maximal effect; % is set by controls: 0 for no effect and ±100 for the full control effect
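Pol eta at 10 nM preincubated with compounds 15 min at room temperature; reaction started with fluorescent substrate (50 nM final) and read kinetically at 0 and 10 min.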
POLK inh = DNA polymerase kappa (human) inhibition; purified Pol kappa, fluorescent DNA synthesis assay, 10 min; Potency, µM (titrated, usually from 107 µM), for the others: at the highest dose activity, negative = inhibition, most hits filed as inhibitors; 400,000 compounds, 0.53% hits; note: potency is the fitted concentration of half-maximal effect; % is set by controls: 0 for no effect and ±100 for the full control effect
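10 nM Pol kappa was preincubated with compounds for 15 min at room temperature. Reaction started with 50 nM (final) substrate. Fluorescence read kinetically at 0 and 10 min.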
BLM inh = blocks DNA unwinding by human BLM helicase; P54132; recombinant BLM DNA unwinding, fluorescence dequenching; Potency, µM (series often up to 56.1 µM), without a hit: top-dose activity change, negative = inhibition, actives largely listed as inhibitors; 350,000 compounds, 0.2% hits;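 note: potency is the fitted concentration of half-maximal effect; plate controls were vehicle for no effect and no enzyme for full effect; nearly all actives have a fitted effect of over 35% in size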
Target sequence (P54132 whole entry, looked up): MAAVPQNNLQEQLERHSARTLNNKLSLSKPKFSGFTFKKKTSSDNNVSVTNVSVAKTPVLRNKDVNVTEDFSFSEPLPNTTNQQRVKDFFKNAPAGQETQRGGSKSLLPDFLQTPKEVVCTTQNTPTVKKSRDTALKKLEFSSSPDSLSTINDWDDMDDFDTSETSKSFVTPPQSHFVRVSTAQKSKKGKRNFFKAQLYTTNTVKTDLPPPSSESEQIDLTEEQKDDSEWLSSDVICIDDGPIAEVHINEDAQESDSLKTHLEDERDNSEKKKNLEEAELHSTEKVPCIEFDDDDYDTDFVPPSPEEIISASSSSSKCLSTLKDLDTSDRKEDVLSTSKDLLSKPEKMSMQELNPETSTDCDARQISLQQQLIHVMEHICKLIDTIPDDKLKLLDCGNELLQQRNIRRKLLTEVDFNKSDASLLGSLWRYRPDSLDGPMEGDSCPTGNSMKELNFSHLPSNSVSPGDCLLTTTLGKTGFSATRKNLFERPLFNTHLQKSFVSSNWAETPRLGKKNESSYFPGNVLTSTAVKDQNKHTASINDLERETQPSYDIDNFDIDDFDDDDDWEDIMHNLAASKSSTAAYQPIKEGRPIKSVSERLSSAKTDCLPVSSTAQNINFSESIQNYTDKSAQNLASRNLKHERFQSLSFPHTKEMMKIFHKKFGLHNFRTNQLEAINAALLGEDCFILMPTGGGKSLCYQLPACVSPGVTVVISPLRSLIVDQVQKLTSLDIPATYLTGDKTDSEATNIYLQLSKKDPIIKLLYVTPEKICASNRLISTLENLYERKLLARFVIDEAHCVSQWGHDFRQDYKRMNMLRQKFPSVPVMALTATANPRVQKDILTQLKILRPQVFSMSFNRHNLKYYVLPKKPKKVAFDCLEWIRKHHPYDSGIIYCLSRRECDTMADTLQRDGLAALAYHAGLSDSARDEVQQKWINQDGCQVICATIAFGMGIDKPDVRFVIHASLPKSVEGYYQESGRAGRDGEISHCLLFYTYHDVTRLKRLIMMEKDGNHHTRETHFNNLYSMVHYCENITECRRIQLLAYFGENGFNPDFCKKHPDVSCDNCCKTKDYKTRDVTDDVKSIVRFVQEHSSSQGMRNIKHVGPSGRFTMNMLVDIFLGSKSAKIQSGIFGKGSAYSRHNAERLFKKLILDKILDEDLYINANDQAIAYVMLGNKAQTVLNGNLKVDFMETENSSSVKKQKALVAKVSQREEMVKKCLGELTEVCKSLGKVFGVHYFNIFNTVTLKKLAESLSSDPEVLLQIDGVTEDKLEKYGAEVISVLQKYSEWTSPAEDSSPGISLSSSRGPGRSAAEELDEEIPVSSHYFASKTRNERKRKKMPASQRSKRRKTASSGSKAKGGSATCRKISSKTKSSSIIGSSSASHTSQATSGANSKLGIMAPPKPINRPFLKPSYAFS
RXFP1 antagonist = antagonists of human relaxin receptor RXFP1; HEK293-RXFP1, relaxin-stimulated cAMP HTRF, 30 min; hits give low values; activity change, negative = inhibition, % at 57.5 µM; 350,000 compounds, 0.59% hits; AID 1259400;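 active = activity change of -60% or lower, but not beyond a set lower limit; inconclusive = change between -60% and -40%, or beyond the set limit; inactive = change above -40%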; note: % is set by controls: 0 for no effect and ±100 for the full control effect
Anesthetic bind = candidate novel general anesthetic via apoferritin binding; P02791; apoferritin/1-aminoanthracene competitive binding, fluorescence; Potency, µM (top dose mostly 77.5 µM), for inactives: top-dose activity change, negative = displacement, usual class: inhibitors; 350,000 compounds, 0.074% hits; AID 485281; note: potency is the fitted concentration of half-maximal effect; % is set by controls: 0 for no effect and ±100 for the full control effect; nearly all actives have a fitted effect of over 20% in size
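Horse-spleen apoferritin (10 uM) was mixed with 50% saturated 1-aminoanthracene in PBS, exposed to compounds for 10 min at room temperature, and read for fluorescence (ex 380 nm, em 535 nm). Competitive displacement was fitted with a four-parameter Hill equation.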
POLB inh = blocks human DNA polymerase beta activity | 340,000 compounds, 1.3% hits | Potency, µM (highest dose often 114 µM), without a hit: at the highest dose activity change, negative = inhibition, hits mostly inhibitors | Pol beta primer extension/strand displacement, fluorescence kinetic | AID 485314; note: potency is the fitted concentration of half-maximal effect; % is set by controls: 0 for no effect and ±100 for the full control effect
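Enzyme-only controls used 10 nM Pol beta; buffer lacking enzyme served as negative control. Compound preincubated 15 min, then 50 nM substrate added; 0 and 10 min reads at room temperature.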
PGK inhibitor = inhibitors of T. brucei phosphoglycerate kinase | P07378 | PGK/GAPDH coupled, Kinase-Glo luminescence, 60 min | Potency, µM (highest dose often 57.5 µM), for the others: at the highest dose activity change, negative = inhibition, hits mostly inhibitors | 380,000 compounds, 0.043% hits | AID 602233; note: potency is the fitted concentration of half-maximal effect; % is set by controls: 0 for no effect and ±100 for the full control effect; nearly all actives have a fitted effect of over 60% in size
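Recombinant glycosomal PGK reaction used 1,3-bisphosphoglycerate generated in-well by GAPDH (100nM final) in 100mM TEA pH 7.6, 5mM MgCl2, 0.01% Tween-20. After 60 minutes at room temperature, ATP was read by Kinase-Glo Plus luminescence end-point.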
Active calls of the source: *; i = inactive; ? = inconclusive; / = not tested or not shown; & = joins results of further samples; [ ] = another dose, or the depositor's remark. Unless noted, calls come from the whole dose curve; as a rule, active = well fitted curve in the direction sought with a large enough effect; inconclusive = small, poorly fitted or top-dose-only effect, or another doubt; inactive = no such curve, though single readings can be large; an effect the other way counts as inactive or inconclusive. These rows are one share of the data; count on the stated rates, not on these rows.

Each structure is followed by: APEX1 inh	POLI inh	POLH inh	POLK inh	BLM inh	RXFP1 antagonist	Anesthetic bind	POLB inh	PGK inhibitor
CC[n+]1c(/C=C2\C=C(C)CC(C)(C)C2)sc2ccccc21
  -4%	?	1%	-1%	-7%	-1	?	20%	i
Cc1ccc(CNC(=O)CCC(=O)N2CC(C)Oc3ccccc32)cc1 (stereo not given)
  21%	-4%	-4%	-18%	-1%	0	-14%	-1%	8%
CCC1(C)CC(C(CC(=O)O)c2ccc(C)cc2)CCO1 (stereo not given)
  1%	14%	-2%	-11%	-2%	6	-6%	5%	6%
O=C(NCc1ccco1)c1nnc(Cc2ccc(F)cc2)o1
  13%	-14%	0%	-18%	-10%	/	-1%	7%	-9%
COC(=O)c1nnn(-c2nonc2N)c1CSc1ccc(Cl)cc1
  -4%	1%	-12%	-10%	-2%	2	-5%	-8%	0%
COc1cc(NS(=O)(=O)c2cn(C)cn2)cc(OC)c1
  6%	30%	-17%	-6%	0%	3	-2%	27%	-4%
O=[N+]([O-])c1ccc(S(=O)(=O)Nc2cccc(-c3ccc(N4CCOCC4)nn3)c2)cc1
  1%	4%	-1%	-12%	/	-7	/	/	-2%
CCCNC(=O)OCC12CC3CC(CC(C3)C1)C2
  2%	-1%	-20%	2%	-1%	?	?	0%	-2%
COc1ccccc1NS(=O)(=O)c1cc(N)ccc1N1CCCC1
  28%	79µM*	-25%	-12%	/	-7	/	/	2%
CCc1cc2cc3c(cc2nc1SCC(=O)N1CCN(C(=O)c2ccco2)CC1)OCO3
  9%	-8%	-5%	-9%	-4%	-10	-12%	1%	-7%
c1csc(-c2nn[nH]n2)c1
  -1%	-14%	-1%	-9%	0%	-1	-12%	-2%	-1%
CCC(CC)C(=O)N1c2ccccc2C(C)(c2ccccc2)CC1(C)C (stereo not given)
  /	?	-13%	3%	-5%	/	2%	9%	9%
CCN(C(=O)COC(=O)c1cccc(NS(=O)(=O)c2ccc(F)c(F)c2)c1)C1CCS(=O)(=O)C1 (stereo not given)
  ?	/	/	/	-2%	/	-9%	?	/
O=C(COC(=O)c1cc([N+](=O)[O-])ccc1Cl)NC1CCCC1
  3%	-5%	-4%	11%	-3%	0	0%	12%	i
COc1ccccc1CNC(=O)c1ccc2nc(N3CCOCC3)sc2c1
  33%	30%[activator]	-18%	9%	-1%	/	?	11%	-2%

(next part)
Each structure is followed by: APEX1 inh	POLI inh	POLH inh	POLK inh	BLM inh	RXFP1 antagonist	Anesthetic bind	POLB inh	PGK inhibitor
Cc1cccc(CCNC(=O)C2CCN(S(=O)(=O)c3cccc4cccnc34)CC2)c1
  2%	12%	-1%	-2%	1%	0	-14%	12%	1%
CN(CC(=O)Nc1ccc(Cl)c(Cl)c1)C(=O)CC1OC(=O)c2ccccc21 (stereo not given)
  -5%	26%	-17%	-27%	/	-9	/	/	-4%
CCc1nnc(NS(=O)(=O)c2ccc(N/C=C/C(=O)c3ccc(C)cc3)cc2)s1
  -3%	145%[activator]	-15%	-13%	-3%	-18	-3%	-13%	-13%
CCC1CCCCN1Cc1nc2c(c(=O)n(C)c(=O)n2C)n1CCCc1ccccc1 (stereo not given)
  4%	-14%	-16%	11%	-10%	-8	4%	-7%	-9%
Cn1nc(C(=O)Nc2nc3ccccc3[nH]2)c2ccccc2c1=O
  2%	46%[activator]	-9%	-13%	-15%	-9	-5%	10%	-8%
COc1ccc(CN2CCC(Cc3ccccc3)CC2)cc1OC
  24%	16%	-7%	3%	1%	-1	-4%	-1%	i
COCCN1Cc2cccc(C(=O)Nc3ccccc3OC)c2C1=O
  0%	-3%	-13%	-4%	-1%	0	0%	15%	i
O=C(Nc1cc2c(cc1C(=O)c1ccc(Br)cc1)OCCO2)c1ccc(Cl)cc1
  /	9%	-7%	1%	-7%	-4	-5%	17%	-9%
O=C(CN1N=C(c2ccc(Cl)cc2)CCC1=O)NCCc1ccc(Cl)cc1
  /	6%	-23%	6%[60.1 µM]	-1%	-14	?	-8%	-4%
Cc1n[nH]c(C)c1Sc1ccccc1N=Cc1cc(Cl)cc([N+](=O)[O-])c1O
  0%	25µM*	-12%	?	-1%	3	1%	?	-11%
COC(=O)c1ccc(C(=O)OC)c(NC(=O)CSCc2ccccc2Br)c1
  1%	?	-13%	-3%	0%	-2	-2%	-11%	5%
COc1ccc(NC(=O)CSc2n[nH]c(C(C)C)n2)c([N+](=O)[O-])c1
  -1%	37%[activator]	6%	-7%	-6%	9	-16%	-10%	-2%
Cc1cc2cc3c(C)cc(=O)oc3c(C)c2o1
  62%[activator]	-9%	-6%	-1%	3%	5&-14	-4%	-5%	/
CCC(=O)N(CCc1ccc(OC)c(OC)c1)Cc1cc2ccc(C)cc2n2nnnc12
  10%	59%[activator]	-16%	2%	4%	-21	-3%	42%	-2%
Cc1noc(C)c1COC(=O)C1CCN(S(=O)(=O)c2ccc(F)cc2)CC1
  -1%	-1%	-17%	-4%	/	-5	/	/	-1%

Shown tab-delimited: entries from further up.
smiles	APEX1 inh	POLI inh	POLH inh	POLK inh	BLM inh	RXFP1 antagonist	Anesthetic bind	POLB inh	PGK inhibitor
Cc1cccc(CCNC(=O)C2CCN(S(=O)(=O)c3cccc4cccnc34)CC2)c1	2%	12%	-1%	-2%	1%	0	-14%	12%	1%
CN(CC(=O)Nc1ccc(Cl)c(Cl)c1)C(=O)CC1OC(=O)c2ccccc21 (stereo not given)	-5%	26%	-17%	-27%	/	-9	/	/	-4%
CCc1nnc(NS(=O)(=O)c2ccc(N/C=C/C(=O)c3ccc(C)cc3)cc2)s1	-3%	145%[activator]	-15%	-13%	-3%	-18	-3%	-13%	-13%
CCC1CCCCN1Cc1nc2c(c(=O)n(C)c(=O)n2C)n1CCCc1ccccc1 (stereo not given)	4%	-14%	-16%	11%	-10%	-8	4%	-7%	-9%
Cn1nc(C(=O)Nc2nc3ccccc3[nH]2)c2ccccc2c1=O	2%	46%[activator]	-9%	-13%	-15%	-9	-5%	10%	-8%
COc1ccc(CN2CCC(Cc3ccccc3)CC2)cc1OC	24%	16%	-7%	3%	1%	-1	-4%	-1%	i
COCCN1Cc2cccc(C(=O)Nc3ccccc3OC)c2C1=O	0%	-3%	-13%	-4%	-1%	0	0%	15%	i
O=C(Nc1cc2c(cc1C(=O)c1ccc(Br)cc1)OCCO2)c1ccc(Cl)cc1	/	9%	-7%	1%	-7%	-4	-5%	17%	-9%

The listing continues:
Codes: A = APEX1 inh; B = POLI inh; C = POLH inh; D = POLK inh; E = BLM inh; F = RXFP1 antagonist; G = Anesthetic bind; H = POLB inh; I = PGK inhibitor
O=C(O)C1C2C=CC(C2)C1C(=O)N1CCOCC1 (stereo not given)
  A = -3%	B = -12%	C = 15%	D = -3%	E = 2%	F = -16	G = 6%	H = 15%	I = -1%
Oc1ccc(Cn2cc[nH]c2=S)cc1
  A = -1%	B = -2%[58.9 µM]	C = -5%[57.1 µM]	D = -15%[60.1 µM]	E = /	F = /	G = /	H = ?	I = /
O=C(NC1CCCC1)c1ccccc1OCc1ccccc1
  A = -1%	B = 142%[activator]	C = -5%	D = -9%	E = -7%	F = -82*	G = -19%	H = 9%	I = 6%
O=C(O)CC/C(=N\Nc1ccc(S(=O)(=O)N2CCCC2)cc1[N+](=O)[O-])c1cccs1
  A = -7%	B = -44%	C = ?	D = -28%	E = -5%	F = -2	G = -23%	H = -25%	I = -13%
O=C1N=c2ccc([N+](=O)[O-])cc2=C1c1sc(=O)[nH]c1O
  A = 0%	B = 15%	C = -19%	D = 89µM*	E = -7%	F = -9	G = -8%	H = 1%	I = 0%
COc1cc(CNC2CCCCC2OC)cc(OC)c1 (stereo not given)
  A = -4%	B = 10%	C = -7%	D = 14%	E = 0%	F = -2	G = -3%	H = -2%	I = -2%
CC(Sc1nnc(-c2ccco2)n1N)C(=O)NCc1ccc2c(c1)OCO2 (stereo not given)
  A = -6%	B = 14%	C = -6%	D = -2%	E = /	F = -8	G = /	H = /	I = 4%
O=C(O)COc1ccccc1/C=N/NC(=O)CSc1nc2ccccc2n1Cc1ccccc1
  A = 6%	B = ?	C = -13%	D = -3%	E = -4%	F = -18	G = 6%	H = 26%	I = -6%
Cc1ccccc1OCC(=O)N/N=C/c1ccc(N(C)C)cc1
  A = -3%	B = 48%[activator]	C = -17%	D = 2%	E = 0%	F = -14	G = -7%	H = -15%	I = -10%
Cc1cc2sc3ccc(C#CC4(O)CCCCC4)cc3c(=O)c2cc1C
  A = /	B = 4%	C = -16%	D = 1%	E = /	F = /	G = /	H = /	I = -3%
COC(=O)c1ccc(/C=N/Nc2nc(C)c(C)s2)cc1
  A = -3%	B = 40%[activator]	C = -4%	D = -15%	E = -13%	F = -3	G = -11%	H = 9%	I = 0%
Cc1ccc(S(=O)(=O)N(Cc2cccc(C)c2)C(=O)N2CCN(C)CC2)cc1
  A = -7%	B = 12%	C = -2%	D = -11%	E = /	F = -11	G = /	H = /	I = -5%
COc1ccc(-n2sc3ccc(F)cc3c2=O)cc1
  A = 23%	B = ?	C = 9%	D = -9%	E = /	F = /	G = /	H = /	I = -6%
C=C(C)[C@H]1CC=C(CO)CC1
  A = ?	B = /	C = /	D = -2%[60.1 µM]	E = -1%	F = /	G = ?	H = /	I = /
Cc1ccc(CSC2=Nc3ccccc3C3=NC(CCC(=O)NCc4ccco4)C(=O)N23)cc1 (stereo not given)
  A = -3%	B = 27%	C = 7%	D = -10%	E = -8%	F = -11	G = ?	H = 1%	I = -9%
